# G9a block: qHTS Assay for Inhibitors of Histone Lysine Methyltransferase G9a; Histone-lysine N-methyltransferase EHMT2 (Homo sapiens), Q96KQ7; G9a H3K9 monomethylation, AlphaScreen, 2 h; Potency, µM (series often up to 102 µM), without a hit: at the top dose activity, negative = inhibition, actives largely listed as inhibitors; 350,000 tested, 8.8% active; AID 504332, 2011; also: % is scaled to controls: 0 for no effect and ±100 for the full control effect; nearly all actives have a fitted effect of over 75% in size
# Target sequence (Q96KQ7 913-1193 limits assumed): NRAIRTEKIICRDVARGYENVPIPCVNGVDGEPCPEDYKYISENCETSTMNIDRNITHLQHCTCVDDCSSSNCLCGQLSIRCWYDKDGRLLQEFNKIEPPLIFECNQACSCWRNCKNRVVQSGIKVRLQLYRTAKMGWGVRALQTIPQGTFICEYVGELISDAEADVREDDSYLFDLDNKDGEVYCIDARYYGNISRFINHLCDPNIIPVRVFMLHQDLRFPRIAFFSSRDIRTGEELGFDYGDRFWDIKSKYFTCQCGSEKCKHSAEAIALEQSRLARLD
#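 Methyltransferase reactions run at room temperature for 2 h (20 nM enzyme, 500 nM biotin-H3K9 peptide, 20 uM SAM) after a 15 min compound preincubation; product detected by AlphaScreen beads and anti-H3K9me1 antibody.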
# BAZ2B block: qHTS Assay for Inhibitors of BAZ2B | 360,000 tested, 4.4% active | Bromodomain adjacent to zinc finger domain protein 2B (Homo sapiens), Q9UIF8 | Potency, µM (doses to about 114 µM), inactives show at the highest dose activity change, negative = inhibition, usual class: inhibitors | AlphaScreen BAZ2B-H3K14Ac peptide displacement | AID 504333, 2011; also: % is scaled to controls: 0 for no effect and ±100 for the full control effect; nearly all actives have a fitted effect of over 60% in size
#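 Complex of BAZ2B and biotin-H3K14Ac (50 nM apiece) forms over 30 min at RT, then faces library compounds up to 110 uM for another 30 min; AlphaScreen beads added, 20 min dark incubation, luminescence read.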
# BLM inh: qHTS Assay for Inhibitors of Bloom's syndrome helicase (BLM). 350,000 tested, 0.2% active. recombinant BLM DNA unwinding, fluorescence dequenching. Potency, µM (titrated, usually from 56.1 µM), for inactives: at the top dose activity change, negative = inhibition, most hits filed as inhibitors;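 also: plate controls were vehicle for no effect and no enzyme for full effect; nearly all actives have a fitted effect of over 35% in size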
# POLB inh: qHTS Assay for Inhibitors of DNA Polymerase Beta; Pol beta primer extension/strand displacement, fluorescence kinetic; 340,000 tested, 1.3% active; Potency, µM (top dose mostly 114 µM), without a hit: at the highest dose activity change, negative = inhibition, actives largely listed as inhibitors; also: % is scaled to controls: 0 for no effect and ±100 for the full control effect
#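 Kinetic readout of DNA synthesis with strand displacement by Pol beta. Compound and 10 nM enzyme sit 15 min at room temperature; 50 nM substrate starts the reaction, read immediately and at 10 min.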
# Pol iota inh: qHTS for Inhibitors of Polymerase Iota | DNA polymerase iota (Homo sapiens), Q9UNA4 | Pol iota fluorescent replication assay, 10 min | Potency, µM (series often up to 115 µM), without a hit: top-dose activity, negative = inhibition, hits mostly inhibitors | 390,000 tested, 1% active | AID 588590, 2011
# Target sequence (Q9UNA4 whole entry, looked up): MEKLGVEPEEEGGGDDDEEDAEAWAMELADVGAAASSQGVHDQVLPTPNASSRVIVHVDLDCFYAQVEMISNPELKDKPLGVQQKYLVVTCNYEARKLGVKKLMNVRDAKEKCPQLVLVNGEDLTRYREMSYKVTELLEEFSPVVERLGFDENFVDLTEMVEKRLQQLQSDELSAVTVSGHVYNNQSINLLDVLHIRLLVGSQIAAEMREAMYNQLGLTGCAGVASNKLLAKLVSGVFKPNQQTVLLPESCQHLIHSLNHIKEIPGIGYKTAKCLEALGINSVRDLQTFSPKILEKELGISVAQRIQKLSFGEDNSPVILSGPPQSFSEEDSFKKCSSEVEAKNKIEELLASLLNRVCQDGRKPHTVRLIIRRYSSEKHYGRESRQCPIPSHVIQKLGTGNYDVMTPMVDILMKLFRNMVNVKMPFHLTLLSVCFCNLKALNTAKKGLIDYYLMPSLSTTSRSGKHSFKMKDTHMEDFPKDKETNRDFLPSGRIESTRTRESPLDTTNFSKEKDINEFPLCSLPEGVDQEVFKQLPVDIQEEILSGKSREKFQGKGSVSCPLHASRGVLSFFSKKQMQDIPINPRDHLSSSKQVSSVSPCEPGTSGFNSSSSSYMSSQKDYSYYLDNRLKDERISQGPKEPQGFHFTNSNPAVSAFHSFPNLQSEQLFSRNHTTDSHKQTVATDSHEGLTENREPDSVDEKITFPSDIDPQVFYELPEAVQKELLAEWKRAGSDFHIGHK
#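 Pol iota at 10 nM preincubated 15 min with compounds at room temperature; reaction started with fluorescent substrate, 50 nM final. Fluorescence read kinetically at 0 and 10 min; buffer-only wells as negative control.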
# APEX1 inh: qHTS Assay for Inhibitors of the Human Apurinic/apyrimidinic Endonuclease 1 (APE1) | Potency, µM (titrated, usually from 65.8 µM), for the others: at the top dose activity change, negative = inhibition, most hits filed as inhibitors | recombinant APE1, TAMRA/BHQ-2 abasic DNA cleavage fluorescence | AID 2517, 2012 | DNA repair nuclease/redox regulator APEX1 (Homo sapiens), P27695 | 350,000 tested, 0.35% active;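 also: plate controls were vehicle for no effect and reference inhibitor for full effect; nearly all actives have a fitted effect of over 55% in size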
#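 Endonuclease cleavage of a quenched abasic-site DNA duplex (50 nM) by APE1 (0.75 nM) was tracked by TAMRA dequenching. Compounds were preincubated with enzyme 15 min at room temperature; data normalized to buffer-only and DMSO wells plus NSC13755 control.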
# Pol eta inh: qHTS for Inhibitors of Polymerase Eta; DNA polymerase eta (Homo sapiens), Q9Y253; recombinant Pol eta, fluorescent DNA replication assay; Potency, µM (highest dose often 114 µM), for inactives: top-dose activity change, negative = inhibition, hits mostly inhibitors; 390,000 tested, 1.2% active; AID 588591, 2011; also: % is scaled to controls: 0 for no effect and ±100 for the full control effect
#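 Pol eta (10 nM) was preincubated with compounds for 15 min at room temperature, after which fluorescent replication substrate (50 nM final) was added to start the reaction. Fluorescence was read kinetically at 0 and 10 min.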
# JMJD2A Tudor inh: qHTS Assay for Inhibitors of JMJD2A-Tudor Domain | Lysine-specific demethylase 4A (Homo sapiens), O75164 | AlphaScreen JMJD2A-Tudor / H3K4me3 peptide binding | Potency, µM (doses to about 114 µM), without a hit: at the top dose activity change, negative = inhibition, hits mostly inhibitors | 390,000 tested, 4.4% active; also: % is scaled to controls: 0 for no effect and ±100 for the full control effect; nearly all actives have a fitted effect of over 50% in size
# POLK inh: qHTS for Inhibitors of Polymerase Kappa; purified Pol kappa, fluorescent DNA synthesis assay, 10 min; DNA polymerase kappa (Homo sapiens), Q9UBT6; Potency, µM (top dose mostly 107 µM), inactives show at the highest dose activity, negative = inhibition, actives largely listed as inhibitors; 400,000 tested, 0.53% active; also: % is scaled to controls: 0 for no effect and ±100 for the full control effect
#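 Here, compound and 10 nM enzyme are combined for 15 min at room temperature; adding 50 nM substrate (final) starts DNA synthesis, tracked by fluorescence at 0 and 10 min against buffer-only wells.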
# Active calls of the source: *; ? = inconclusive; . = not tested or not shown; & = joins results of further samples; [ ] = another dose, or the depositor's remark. Calls follow the shape of the dose curve; as a rule, active = well fitted curve in the direction sought with a large enough effect; inconclusive = small, poorly fitted or top-dose-only effect, or another doubt; inactive = no such curve, though single readings can be large; an effect the other way counts as inactive or inconclusive. Potency is read from the fitted curve at half-maximal effect.
SMILES,G9a block,BAZ2B block,BLM inh,POLB inh,Pol iota inh,APEX1 inh,Pol eta inh,JMJD2A Tudor inh,POLK inh
CCC1OC2(C)OC(=N)C1(C#N)C(C#N)(C#N)C2c1ccccc1 (stereo not given),?,-24%,-6%,17%,3%,-5%,?,-21%,-8%
COc1cc2c(cc1OC)-c1cc(OCCN3CCOCC3)nc(=O)n1CC2,-8%[59 µM],1%,2%,8%,-10%,-2%,-11%,-11%,-2%
NC(=O)COC(=O)CNC(=O)c1sc2ccccc2c1Cl,-2%,7%,1%,9%,12%,17%,3%,-12%,2%
Cc1ccc(C(=O)COC(=O)c2cccc(N3C(=O)c4c(C)nc5ccccc5c4C3=O)c2)cc1C,5%[59 µM],-36%,-4%,1%,188%[activator],-1%,-7%,-30%,-8%
COc1ccc(N2C(N)=C(C#N)C(c3cccnc3)C3=C2CC(C)(C)CC3=O)cc1 (stereo not given),11µM*,-4%,-3%,18%,2%,1%,-2%,-22%,-6%
Nc1c(C(=O)NCc2ccccc2)sc2nc(N3CCOCC3)c3c(c12)CCCC3,-9%[2.33 µM],-6%,-16%,24%,14%,12%,-14%,-16%,-17%
O=C(CSc1nnc(-c2ccco2)n1-c1ccccc1)NCCc1ccccc1,22%[59 µM],15%,-4%,1%,7%,-4%,2%,-10%,2%
CON(C)C(=O)/C=C/c1ccc([B-](F)(F)F)cc1,.,.,.,.,13%,.,-4%,-14%,11%
CCN(CC)c1nc(N)c2c(N)nc3c(c2c1C#N)CC(c1ccccc1)O3 (stereo not given),37%[59 µM],16%,-1%,9%,?,-6%,-13%,-15%,-4%
C#CCOc1ccc2ccccc2c1/C=C(/C#N)c1ccc(C(=O)O)cc1,.,?,-12%,17%,62%[activator],5%,-2%,?,-8%
CCOC(=O)N1CCN(C(=O)c2ccc3c(c2)sc2nc(-c4ccc(OC)cc4)cn23)CC1,?,-39%,-5%,0%,-3%,7%,-23%,-13%,-19%
COc1cccc(C(=O)c2cn(CC(=O)Nc3cccc(Cl)c3C)c3nc(C)ccc3c2=O)c1,7%[59 µM],4%,-6%,-21%,-24%,.,-10%,-3%,-15%
O=C(O)c1ccc(S(=O)(=O)/N=C2\C=C(Nc3ccccc3F)C(=O)c3ccccc32)cc1,13µM*,22µM*,8.9µM*,45µM*,1.1µM*,17%,8.9µM*,40µM*,?
O=C(c1ccccc1)n1nc(-c2ccco2)nc1NCc1ccccc1Cl,-26%[59 µM],-5%,-1%,0%,-6%,.,-4%,-3%,-20%
CCOc1ccc(N(CC(=O)Nc2ccc(C)c(F)c2)C2=NC3CS(=O)(=O)CC3S2)cc1 (stereo not given),13%[59 µM],0%,-3%,-16%,-12%,-12%,-7%,-17%,-17%
CCN1C(=O)[C@H]2[C@@H](c3ccc(-c4ccc(Cl)c(Cl)c4)cc3)N[C@@](CC(C)C)(C(=O)OC)[C@H]2C1=O,-5%[2.33 µM],?,.,.,-11%,3%,-25%,-14%,-16%
CCCn1c(=N)n(CCOc2ccc(OC)cc2)c2ccccc21,27%[59 µM],5%,-8%,12%,2%,-5%,-7%,4%[11.4 µM],-15%
Cn1ncc(Cl)c1C(=O)NCc1cc(C(C)(C)C)n[nH]1,2%[59 µM],4%,4%,16%,4%,-8%,-11%,-6%,-9%
CC(C)C1Oc2ccccc2C(=O)N(CC(=O)c2ccc3c(c2)OCCO3)C1=O (stereo not given),13%,-4%,-5%,21%,11%,4%,-23%,0%,-6%
CSc1nc2[nH]c(=O)[nH]c2c(=O)[nH]1,.,.,.,.,-15%,.,-9%,8%,4%

# Five entries already listed, sorted by their value in POLK inh, highest first.
mol	POLK inh
CSc1nc2[nH]c(=O)[nH]c2c(=O)[nH]1	4%
COc1cccc(C(=O)c2cn(CC(=O)Nc3cccc(Cl)c3C)c3nc(C)ccc3c2=O)c1	-15%
CCN1C(=O)[C@H]2[C@@H](c3ccc(-c4ccc(Cl)c(Cl)c4)cc3)N[C@@](CC(C)C)(C(=O)OC)[C@H]2C1=O	-16%
CCOc1ccc(N(CC(=O)Nc2ccc(C)c(F)c2)C2=NC3CS(=O)(=O)CC3S2)cc1 (stereo not given)	-17%
CCOC(=O)N1CCN(C(=O)c2ccc3c(c2)sc2nc(-c4ccc(OC)cc4)cn23)CC1	-19%

# Other structures.
SMILES,G9a block,BAZ2B block,BLM inh,POLB inh,Pol iota inh,APEX1 inh,Pol eta inh,JMJD2A Tudor inh,POLK inh
O=S(=O)(O)c1nc2ccccc2n1CCOc1ccccc1,50µM*,-33%,-3%,23%,-20%,-2%,-14%,-26%,-4%
Cc1ccnc(NS(=O)(=O)c2ccc(NC(=O)c3cc(=O)c4ccccc4o3)cc2)n1,18%,-35%,0%,-1%,2%,76%[activator],-17%,-14%,5%
CCOc1ccc(C(=O)NC2CC(=O)N(c3ccc(C)cc3)C2)cc1OCC (stereo not given),3%[59 µM],0%,1%,15%,29%,.,-11%,-1%,-7%[60.1 µM]
CCN(C(=O)Cn1cnc2cc([N+](=O)[O-])ccc2c1=O)C1CCS(=O)(=O)C1 (stereo not given),-28%,?,-4%,2%,-12%,-3%,-1%,-17%,-6%
Cc1cc(Cl)c(S(=O)(=O)N2CCN(c3cccc(C)c3C)CC2)cc1OCC(N)=O,0%,1%,-5%,1%,5%,-2%,-14%,-20%,-7%
O=C1CN(N=Cc2ccco2)C(=O)N1,.,.,.,.,22%,.,-21%,-5%,0%
COCCCNC(=S)N1CCN(S(C)(=O)=O)CC1,29%[59 µM],3%,-1%,0%,-2%,3%,-12%,-18%,-17%
COc1cccc2c1Oc1ncccc1N(C(=O)CCC(=O)NCc1ccc(N(C)C)cc1)C2,?,0%[57.1 µM],1%,3%,16%,.,0%,-13%,-1%
O=C(c1ccco1)N1CCn2c1nc1ccccc12,16%[59 µM],-3%,2%,-1%,5%,1%,-7%,-6%,-11%
O=C(O)/C(=C\c1cn(-c2ccccc2)nc1-c1ccc(Cl)cc1)NC(=O)c1ccccc1,-10%[59 µM],-8%,-1%,7%,?,12%,-9%,-7%,-1%
COc1ccc(C(=O)/C=C/Nc2c(C)n(C)n(-c3ccccc3)c2=O)cc1OC,?,4%,-3%,-14%,12%,-4%,4%,-13%,-2%
O=S(=O)(c1ccc(F)cc1)N1CCN(c2ccc(F)cc2)CC1,7%,0%,-6%,-28%,28%,-2%,-12%,-16%,-7%
CCC1CCCCN1C(=O)CSc1nnc2nc(C)cc(C)n12 (stereo not given),?,-12%,.,.,-11%,-26%,?,-23%,-16%
CCOCC(O)CS(=O)(=O)c1ccccn1 (stereo not given),0%,12%,1%,14%,-3%[58.9 µM],-1%,-8%,-13%,-8%
CC(=O)Nc1ccc(NCc2ccc(-c3ccccc3)cc2)cc1,.,.,.,.,-4%,.,-18%,-24%,17%
COc1cc(NS(=O)(=O)c2cccc3nsnc23)cc(OC)c1,2µM*,56µM*,-3%,8%,-3%,-2%,-7%,45µM*,-16%
COC(=O)CCC(=O)OC,.,.,.,.,32%[activator],34%&2%,-10%,-17%,-3%
O=C(NCc1ccccc1)c1cc(-c2ccncc2)nc2ccc(S(=O)(=O)N3CCOCC3)cc12,-8%,-4%,-6%,-11%,24%,9%,2%,-14%,-14%
c1ccc(-c2cnc(SCCN3CCOCC3)n2CC2CCCO2)cc1 (stereo not given),2.5µM*,20µM*,-4%,-26%,8%,-3%,-4%,3.5µM*,7%
N#C/C(=C\c1cn(-c2ccccc2)nc1-c1ccccc1)S(=O)(=O)c1ccccc1,22%[59 µM],-5%,-4%,3%,8%,16%,-17%,-11%,5%
CCOC(=O)c1c(NC(=O)Cc2coc3cc(C)ccc23)sc2c1CCCC2,2%[59 µM],4%,-2%,-21%,-3%,.,-14%,6%,-18%
FC(F)(F)c1ccc(NCc2ccccn2)nc1,-1%,-3%,-5%,-13%,28%,56%,8%,5%,-9%
O=C(Nc1ccc(Cl)cc1)Nc1ccccc1C(=O)NCc1ccco1,-16%,-2%,-7%,-6%,2%,-5%,-2%,-22%,-6%
CC(=O)c1cccc(N/C=C\C(=O)c2ccc(C)cc2)c1,?,8%,-2%,29%,1%,-9%,-17%,-14%,-21%
Cc1ccc2nc(-c3cccc(N)c3)[nH]c2c1,-9%[59 µM],5%,2%,3%,-2%,6%,-8%,0%,-5%

# Only POLB inh, for some of the entries so far:
smiles | POLB inh
O=C(Nc1ccc(Cl)cc1)Nc1ccccc1C(=O)NCc1ccco1 | -6%
CCOC(=O)c1c(NC(=O)Cc2coc3cc(C)ccc23)sc2c1CCCC2 | -21%

# Gathered by group: the entries above with a cyano group.
SMILES,G9a block,BAZ2B block,BLM inh,POLB inh,Pol iota inh,APEX1 inh,Pol eta inh,JMJD2A Tudor inh,POLK inh
CCC1OC2(C)OC(=N)C1(C#N)C(C#N)(C#N)C2c1ccccc1 (stereo not given),?,-24%,-6%,17%,3%,-5%,?,-21%,-8%
COc1ccc(N2C(N)=C(C#N)C(c3cccnc3)C3=C2CC(C)(C)CC3=O)cc1 (stereo not given),11µM*,-4%,-3%,18%,2%,1%,-2%,-22%,-6%
CCN(CC)c1nc(N)c2c(N)nc3c(c2c1C#N)CC(c1ccccc1)O3 (stereo not given),37%[59 µM],16%,-1%,9%,?,-6%,-13%,-15%,-4%
C#CCOc1ccc2ccccc2c1/C=C(/C#N)c1ccc(C(=O)O)cc1,.,?,-12%,17%,62%[activator],5%,-2%,?,-8%
N#C/C(=C\c1cn(-c2ccccc2)nc1-c1ccccc1)S(=O)(=O)c1ccccc1,22%[59 µM],-5%,-4%,3%,8%,16%,-17%,-11%,5%

# Screens deposited in PubChem BioAssay by National Center for Advancing Translational Sciences (NCATS).

# Only part of the results is shown (hit frequency here may not be typical).
